NIH3T3 tox = NIH 3T3 cell cytotoxicity; NIH 3T3 viability, CellTiter-Glo ATP luminescence, 48-72 h; Potency, µM (doses to about 96.7 µM), for the others: at the top dose activity change, negative = cytotoxicity, actives largely listed as inhibitors; hit rate 4.3% among 94,000; AID 1345082; note: potency is the fitted concentration of half-maximal effect; nearly all actives have a fitted effect of over 55% in size
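Viability of NIH 3T3 cells after 48 or 72 hr compound treatment at 37 °C was assessed by CellTiter-Glo, with luminescence imaged following a 10 min room-temperature step.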
SNCA expr inh = reduces expression of the alpha-synuclein gene; HEK-293 SNCA-luciferase knock-in, luminescence, 24 h; Potency, µM (series often up to 57.2 µM), without a hit: top-dose activity change, negative = inhibition, hits mostly inhibitors; hit rate 0.17% among 140,000;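 note: potency is the fitted concentration of half-maximal effect; plate controls were DMSO cells for no effect and cell-free wells for full effect; nearly all actives have a fitted effect of over 45% in size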
GPT2 inhibitor = inhibitors of human GPT2 alanine aminotransferase | Recombinant GPT2, coupled pyruvate oxidase/HRP Amplex Red fluorescence | Potency, µM (series often up to 57.7 µM), without a hit: at the highest dose activity change, negative = inhibition, actives largely listed as inhibitors | hit rate 0.25% among 100,000; note: potency is the fitted concentration of half-maximal effect; nearly all actives have a fitted effect of over 60% in size; many of its hits are not listed in these tables
Target sequence (Q8TD30 whole entry, looked up): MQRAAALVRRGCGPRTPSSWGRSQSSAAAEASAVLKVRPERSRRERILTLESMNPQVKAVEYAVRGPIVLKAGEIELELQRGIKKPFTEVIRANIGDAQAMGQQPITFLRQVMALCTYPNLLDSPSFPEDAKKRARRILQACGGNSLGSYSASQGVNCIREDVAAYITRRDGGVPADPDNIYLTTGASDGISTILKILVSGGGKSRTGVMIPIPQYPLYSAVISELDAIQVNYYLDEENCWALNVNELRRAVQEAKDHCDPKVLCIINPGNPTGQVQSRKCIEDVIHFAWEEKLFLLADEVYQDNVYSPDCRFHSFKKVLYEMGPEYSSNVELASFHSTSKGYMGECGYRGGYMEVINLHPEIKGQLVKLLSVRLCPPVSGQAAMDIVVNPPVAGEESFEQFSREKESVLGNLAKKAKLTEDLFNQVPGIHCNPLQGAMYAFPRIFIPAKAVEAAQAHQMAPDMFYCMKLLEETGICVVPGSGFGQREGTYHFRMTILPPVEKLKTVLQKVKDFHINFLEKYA
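Fluorescence read-out: pyruvate from GPT2 turnover coupled to pyruvate oxidase, HRP and Amplex Red (0.2mM ThPP, 0.2U/mL PO and HRP, 50uM Amplex final). Substrates 250uM a-KG, 2mM L-alanine; enzyme 10ng/uL; 30 min RT.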
FLuc inh = inhibitors of firefly (Photinus pyralis) luciferase; Potency, µM (series often up to 115 µM), without a hit: top-dose activity change, negative = inhibition, actives largely listed as inhibitors; P08659; purified P. pyralis luciferase, luminescence, biochemical; hit rate 2.5% among 76,000; note: potency is the fitted concentration of half-maximal effect; nearly all actives have a fitted effect of over 65% in size
Target sequence (P08659 whole entry, looked up): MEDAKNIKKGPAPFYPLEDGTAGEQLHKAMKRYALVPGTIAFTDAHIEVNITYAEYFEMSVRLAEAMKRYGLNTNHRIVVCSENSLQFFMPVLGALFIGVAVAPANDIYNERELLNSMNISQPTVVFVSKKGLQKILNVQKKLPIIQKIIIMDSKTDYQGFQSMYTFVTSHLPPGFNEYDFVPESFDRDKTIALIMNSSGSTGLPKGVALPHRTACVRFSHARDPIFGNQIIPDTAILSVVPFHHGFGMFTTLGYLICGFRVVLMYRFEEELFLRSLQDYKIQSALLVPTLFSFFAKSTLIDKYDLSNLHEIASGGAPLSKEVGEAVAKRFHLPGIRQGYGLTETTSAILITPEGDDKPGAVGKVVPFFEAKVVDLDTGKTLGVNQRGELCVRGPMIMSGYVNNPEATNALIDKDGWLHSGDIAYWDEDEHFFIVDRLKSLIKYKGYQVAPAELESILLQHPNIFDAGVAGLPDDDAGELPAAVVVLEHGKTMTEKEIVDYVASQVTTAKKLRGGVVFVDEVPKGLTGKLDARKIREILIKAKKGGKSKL
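Biochemical qHTS: compound (6-point titration) added to 10uM D-luciferin plus 10uM ATP in Tris acetate pH 7.5 buffer with Mg, Tween-20 and BSA, then purified enzyme at 10nM; light output imaged.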
HEK cytotox = kills HEK 293 cells. HEK 293 viability, ATP luminescence (CellTiter-Glo), 48-72 h. Potency, µM (doses to about 115 µM), without a hit: top-dose activity change, negative = cytotoxicity, actives largely listed as inhibitors. hit rate 6.6% among 94,000; note: potency is the fitted concentration of half-maximal effect; nearly all actives have a fitted effect of over 60% in size
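HEK 293 cells seeded at 250 cells/well were exposed to compound for 48 or 72 hr at 37 degree Celsius. Viability taken as ATP content by CellTiter-Glo luminescence.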
IP6K1 inhibitor = blocks human inositol hexakisphosphate kinase 1. Q92551. IP6K1 kinase, ADP-Glo luminescence, 2 h; active compounds read low. activity change, % (series mostly up to about 58 µM). hit rate 0.81% among 140,000. AID 1645851; in the data active = activity change below about -25%
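ADP-Glo luminescence measures ADP made by human IP6K1 during a 2 h RT reaction with ATP/IP6 (mix at 1.3 mM/130 uM); top library doses 57.5 and 19.1 uM final.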
SNCA viab count = reduces viability of HEK-293 SNCA reporter cells | HEK-293-SNCA-luc viability, GF-AFC fluorescence, 24 h | Potency, µM (series often up to 57.1 µM), for inactives: at the top dose activity change, negative = cytotoxicity, actives largely listed as cytotoxic | hit rate 0.12% among 150,000;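 note: potency is the fitted concentration of half-maximal effect; 0% = DMSO-treated cells and -100% = medium-only wells without cells; nearly all actives have a fitted effect of over 30% in size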
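Cytotoxicity counterscreen: after 24 h compound treatment of genome-edited SNCA-luciferase HEK-293 cells, live-cell protease substrate GF-AFC read by fluorescence after 30 min; activity scaled between DMSO (0%) and medium-only (-100%), curves Hill-fitted.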
* hit, by the source's call; i = inactive; ? = inconclusive; . = no result given; [ ] = another dose, or the depositor's remark. Unless noted, calls come from the whole dose curve; as a rule, active = well fitted curve in the direction sought with a large enough effect; inconclusive = small, poorly fitted or top-dose-only effect, or another doubt; inactive = no such curve, though single readings can be large; an effect the other way counts as inactive or inconclusive. Unless noted, % is set by controls: 0 for no effect and ±100 for the full control effect.

SMILES	NIH3T3 tox	SNCA expr inh	GPT2 inhibitor	FLuc inh	HEK cytotox	IP6K1 inhibitor	SNCA viab count
Fc1cccc(/C=N/N=C/c2cccc(F)c2)c1	.	86%[activator]	-3%	.	.	.	-1%
CSc1ccc(CNC(=O)C2CCN(c3cc(C(F)(F)F)nc(C)n3)CC2)cc1	-29%	-15%	i	0%	?	12	2%
CCOc1ccc(-c2cc3c(=O)n(CCNC(=O)Cc4ccccc4C)ccn3n2)cc1	-15%	19%	i	?	?	-2	-2%
Cc1ccc(NC(CNS(=O)(=O)c2ccc(Cl)cc2)c2ccccc2)cc1 (configuration not stated)	.	?	.	.	.	14	-21%
CCCCOC(=O)c1ccc(Nc2ncnc3c2cnn3-c2cccc(C)c2)cc1	.	25%	.	.	.	22	7%
COc1ccc(-c2cc(C(C)=O)c(C)n2CCC(=O)Nc2cc(C)ccc2OC)cc1	.	?	.	.	.	-7	4%
CC1CCc2c(sc(NC(=O)COc3ccccc3)c2C(=O)Nc2ccccc2Cl)C1 (configuration not stated)	.	-4%	.	.	.	34	1%
CN(Cc1ccc(N(C)C)cc1)Cc1ccccc1C(F)(F)F	-4%[138 µM]	-15%[87.6 µM]	i	1%[172 µM]	?	-6	5%[87.6 µM]
C=CCn1cc2c3c(cccc31)[C@H](CC(C)C)N[C@H](C(=O)NCCC)C2	71µM*	?	1%[88.5 µM]	15%[172 µM]	50µM*	16	-25%[87.6 µM]
CN1CCCCCCN(S(=O)(=O)c2cccs2)CCC1=O	-17%	-4%	i	2%	i	5	3%
CCc1ccc(CN2CCCC(CNC(=O)c3cccc(OC)c3OC)C2)cc1 (configuration not stated)	?	-11%	i	-10%	?	-7	-10%
Cc1ccc(-c2csc(-c3nc(-c4ccc(Br)s4)cs3)n2)cc1	.	17%	.	.	.	-13	-1%
CC1=C[C@@H](CN2CCC(O)CC2)[C@H](C(C)C)C[C@H]1Cc1nnc(C)o1	-1%[174 µM]	15%[87.6 µM]	i	3%[172 µM]	-11%[172 µM]	-14	-2%[87.6 µM]
COC[C@@H]1CN(C(C)C)C[C@H]1c1nc(C2CC2)no1	i	29%	i	-20%	4%	-13	1%
CCOc1ccc(Cc2cc([C@@H]3O[C@H](CO)[C@@H](O)[C@H](O)[C@@H]3O)ccc2Cl)cc1	.	-11%	1%	.	.	.	6%
COc1ccccc1CNC(=O)CCCCn1c(=O)c2ccccc2n(CC(=O)Nc2cccc(Cl)c2)c1=O	.	10%	.	.	.	-8	-3%
COc1ccccc1N1CCN(C(=O)C2CCCN(S(=O)(=O)c3ccc4c(c3)oc(=O)n4C)C2)CC1 (configuration not stated)	.	26%	.	.	.	3	3%
Cc1ccc(NC(=O)C(Cc2ccccc2)NS(=O)(=O)c2cccs2)cc1Cl (configuration not stated)	.	5%	.	.	.	24	14%
COc1cccc([S+](=O)([O-])N2CCC3(CC(C(C)C)=NO3)C2)c1 (configuration not stated)	?	12%	?	.	i	-5	-10%
CC(=O)NCC(=O)N1Cc2ccccc2CC2(CCCN2C)C1 (configuration not stated)	4%	21%	3%	.	3%	-3	8%
Cc1ccc(S(=O)(=O)N2CCC(CCC(=O)NCCc3ccccc3)CC2)cc1	?	-3%	-6%	.	?	2	3%
Cn1cnc(S(=O)(=O)N2CCC(Oc3ccc(-c4noc(C5CC5)n4)cc3)C2)c1 (configuration not stated)	-3%	-3%	-1%	0%	?	-3	2%
COc1ccc(CN2C(=O)COC[C@H]2C(=O)NCc2ccc(Cl)cc2)cc1OC	-16%	-8%	i	6%	-23%	5	-2%
CCOC(=O)c1c(S(=O)(=O)NCC(=O)Nc2cc(C)ccc2OC)c(C)n(C)c1C	.	4%	.	.	.	-24	5%
O=C(CNC(=O)c1cccc(-c2ccc(C(F)(F)F)cc2)c1)NCC(F)F	?	4%	-7%	.	?	1	-2%
O=C(c1ccc(C(F)(F)F)cc1)N1CCC(N2CCOCC2=O)CC1	i	8%	i	.	2%	-7	2%
Cc1nc(-c2ccc(Cl)cc2)n(Cc2cccc(C(F)(F)F)c2)c(=O)c1CCO	?	-2%	?	-8%	?	-9	?
COc1cccc(NC(=O)c2oc3ccccc3c2NC(=O)C23CC4CC(CC(C4)C2)C3)c1	.	10%	.	.	.	11	5%
Cc1ccc(CSc2nc(-c3cccs3)ccc2C#N)cc1	.	-3%	.	.	.	-4	10%
COc1ccc(C(=O)NCC(=O)N2CCCCCNC(=O)CC2c2ccccc2)c(OC)c1 (configuration not stated)	1%	-4%	i	8%	4%	6	-19%

Given with bars between the fields: part of the list above.
Compound | NIH3T3 tox | SNCA expr inh | GPT2 inhibitor | FLuc inh | HEK cytotox | IP6K1 inhibitor | SNCA viab count
CSc1ccc(CNC(=O)C2CCN(c3cc(C(F)(F)F)nc(C)n3)CC2)cc1 | -29% | -15% | i | 0% | ? | 12 | 2%
CCOc1ccc(-c2cc3c(=O)n(CCNC(=O)Cc4ccccc4C)ccn3n2)cc1 | -15% | 19% | i | ? | ? | -2 | -2%
Cc1ccc(NC(CNS(=O)(=O)c2ccc(Cl)cc2)c2ccccc2)cc1 (configuration not stated) | . | ? | . | . | . | 14 | -21%

More results follow:
SMILES	NIH3T3 tox	SNCA expr inh	GPT2 inhibitor	FLuc inh	HEK cytotox	IP6K1 inhibitor	SNCA viab count
CCCN(CCC)C(=O)C(CCC(=O)OCCCN1CCN(CCOC(=O)Cc2c(C)n(C(=O)c3ccc(Cl)cc3)c3ccc(OC)cc23)CC1)NC(=O)c1ccccc1 (configuration not stated)	.	4%[25.6 µM]	?	.	.	-22	?
CC(=O)Nc1ccc(C(=O)NC2CCN(c3cc(-c4ccccc4)[nH]n3)CC2)cc1	?	0%	i	-5%	-22%	39	0%
COc1cccc(CNC(=O)c2nnn3cc(C)[nH]c(=O)c23)c1	-15%	-20%	-30%	-9%	12%	-16	-2%
CCN(C(=O)c1cccc(F)c1F)[C@@H]1CCN(c2ncccc2C#N)C[C@H]1O	-23%	-4%	?	-4%	-25%	13	2%
CN(CCCc1nccn1C)C(=O)c1cn(CCC2CCCCN2)nn1 (configuration not stated)	-20%	64%[activator]	-41%	1%	-28%	-2	-1%
O=C1C2=C(Nc3ccccc3SC2c2ccccc2C(F)(F)F)c2ccccc21 (configuration not stated)	.	?	.	.	.	-20	5%
COc1cc(NC(=O)C2CCCN(S(=O)(=O)c3ccc4c(c3)oc(=O)n4C)C2)c(C(=O)O)cc1OC (configuration not stated)	.	-8%	.	.	.	-15	8%
Cc1c(-c2cccc(NC(=O)Nc3ccc(Cl)cc3)c2)nc2ncccn12	.	-10%	.	.	.	20	0%
CS(=O)(=O)N1CCCC1c1noc(CCC(=O)N2CC=C(c3ccccc3)CC2)n1 (configuration not stated)	?	14%	-1%	?	?	28	-4%
COC(=O)N1CCCC1C(=O)N1CCC(N2Cc3ccccc3C2=O)CC1 (configuration not stated)	-2%	15%	i	.	-7%	-12	6%
COc1cc(Cl)c(C)cc1NC(=O)CCCN1C(=O)C(c2ccccc2)Oc2cccnc21 (configuration not stated)	.	-9%	.	.	.	11	7%
CCOc1ncccc1C(=O)N1CCc2[nH]nc(-c3ccccc3F)c2C1	-7%	2%	0%	6%	-5%	-6	-6%
COc1ccccc1CNC(=O)c1ccc2c(c1)N(Cc1cccc(C)c1)C(=O)c1ccccc1S2(=O)=O	.	-24%	.	.	.	14	4%
CNCc1ccccc1C(F)(F)F	i	9%[87.6 µM]	-5%[88.5 µM]	.	i	-9	0%[87.6 µM]
COc1ccc(-c2ccccc2)cc1N1C(=O)[C@@H]2C[C@H]1CN2C(=O)[C@@H](C)O	-2%	-14%	-13%	-3%	-14%	-4	-4%

One compound at a time, as listed above. Order of screens: NIH3T3 tox	SNCA expr inh	GPT2 inhibitor	FLuc inh	HEK cytotox	IP6K1 inhibitor	SNCA viab count
Entry for CN(Cc1ccc(N(C)C)cc1)Cc1ccccc1C(F)(F)F → -4%[138 µM]	-15%[87.6 µM]	i	1%[172 µM]	?	-6	5%[87.6 µM]
Entry for Fc1cccc(/C=N/N=C/c2cccc(F)c2)c1 → .	86%[activator]	-3%	.	.	.	-1%
Entry for COC(=O)N1CCCC1C(=O)N1CCC(N2Cc3ccccc3C2=O)CC1 (configuration not stated) → -2%	15%	i	.	-7%	-12	6%

Exported with values under each structure: part of the list above.
Results follow in this order: NIH3T3 tox | SNCA expr inh | GPT2 inhibitor | FLuc inh | HEK cytotox | IP6K1 inhibitor | SNCA viab count
COc1cc(NC(=O)C2CCCN(S(=O)(=O)c3ccc4c(c3)oc(=O)n4C)C2)c(C(=O)O)cc1OC (configuration not stated)
    . | -8% | . | . | . | -15 | 8%
Cc1c(-c2cccc(NC(=O)Nc3ccc(Cl)cc3)c2)nc2ncccn12
    . | -10% | . | . | . | 20 | 0%
CS(=O)(=O)N1CCCC1c1noc(CCC(=O)N2CC=C(c3ccccc3)CC2)n1 (configuration not stated)
    ? | 14% | -1% | ? | ? | 28 | -4%

The listing continues.
SMILES	NIH3T3 tox	SNCA expr inh	GPT2 inhibitor	FLuc inh	HEK cytotox	IP6K1 inhibitor	SNCA viab count
Cc1noc(C)c1-c1cc2c(cc(C)n2CCN(C)C)c(-c2cccc(O)c2)n1	?	-8%[87.6 µM]	-1%[88.5 µM]	13%[172 µM]	56µM*	-13	-9%[87.6 µM]
CCN(CC)CCNC(=O)c1ccc2c(c1)NC(=O)C(CS(=O)(=O)Cc1ccc(F)cc1Cl)N2 (configuration not stated)	.	-14%	.	.	.	-11	-7%
COc1ccc(C(=O)NC2CCCN(Cc3cccc(-c4ccc(C)c(Cl)c4)c3)C2)cc1 (configuration not stated)	?	.	.	.	?	9	.
CN1CCC(N2CCN(C(=O)C3CCCCC3)CC2)C1=O (configuration not stated)	3%	23%	-5%	4%	-3%	4	5%
O=S(=O)(c1ccc2nc(Nc3cccc(F)c3)ccc2c1)N1CCCC1	.	-17%	.	.	.	17	2%
CC(C)C[C@@H]1N[C@H](C(=O)NCc2cccs2)Cc2cn(CC3CC3)c3cccc1c23	71µM*	-6%[87.6 µM]	-4%[88.5 µM]	3%[172 µM]	63µM*	3	-15%[87.6 µM]
Cc1ccc(CNC(=O)CSc2ncc3c(n2)-c2cc(Cl)ccc2N(C)S3(=O)=O)cc1	.	-9%	.	.	.	25	-2%
Cc1cccc(C(=O)NC2CCCN(Cc3ccc(-c4cc(C)cc(C)c4)cc3)C2)c1 (configuration not stated)	?	-24%	i	.	40µM*	4	3%[12.5 µM]
COc1ccc2c(c1)CCc1c(C(=O)Nc3c(C)nn(Cc4ccc(C)cc4)c3C)noc1-2	.	?	.	.	.	-2	2%
COc1ccc(CNC(=O)CC2CCCCN(C)C2=O)cc1 (configuration not stated)	-20%	-17%	-5%	.	-7%	5	-13%
COc1ccc(CCNC(=O)Cn2nc(-c3ccc(Cl)cc3)ccc2=O)cc1OC	.	?	.	.	.	34	11%
CCCN(C(=O)c1cc2ccc3cccnc3c2[nH]1)c1ccc(F)cc1	.	60%[activator]	.	.	.	-5	0%
CNC(=O)c1cc(C2CC2)nc2onc(C3CCCN3C(=O)c3ccc(Cl)cc3)c12 (configuration not stated)	-17%	.	.	.	?	21	.

High-throughput results deposited in PubChem BioAssay by National Center for Advancing Translational Sciences (NCATS).
